High-throughput results: PubChem, University of Kansas High Throughput Screening Laboratory
Pf apPOL inh: Pf-apPOL DNA polymerase inhibition; Recombinant Pf-apPOL, molecular beacon fluorescence, 1.5 h; inhibition, % at 10 µM; actives 0.25% (n = 210,000)
mHTT CaM bind: mHTT-calmodulin interaction abrogation | actives 3.6% (n = 190,000) | AlphaScreen His-mHTT/GST-CaM binding, luminescence | AID 1671202 | P42858 | inhibition, % at 15 µM;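 also: 0% = both proteins with DMSO and 100% = one protein alone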
Target sequence (P42858 whole entry, looked up, stated change not applied): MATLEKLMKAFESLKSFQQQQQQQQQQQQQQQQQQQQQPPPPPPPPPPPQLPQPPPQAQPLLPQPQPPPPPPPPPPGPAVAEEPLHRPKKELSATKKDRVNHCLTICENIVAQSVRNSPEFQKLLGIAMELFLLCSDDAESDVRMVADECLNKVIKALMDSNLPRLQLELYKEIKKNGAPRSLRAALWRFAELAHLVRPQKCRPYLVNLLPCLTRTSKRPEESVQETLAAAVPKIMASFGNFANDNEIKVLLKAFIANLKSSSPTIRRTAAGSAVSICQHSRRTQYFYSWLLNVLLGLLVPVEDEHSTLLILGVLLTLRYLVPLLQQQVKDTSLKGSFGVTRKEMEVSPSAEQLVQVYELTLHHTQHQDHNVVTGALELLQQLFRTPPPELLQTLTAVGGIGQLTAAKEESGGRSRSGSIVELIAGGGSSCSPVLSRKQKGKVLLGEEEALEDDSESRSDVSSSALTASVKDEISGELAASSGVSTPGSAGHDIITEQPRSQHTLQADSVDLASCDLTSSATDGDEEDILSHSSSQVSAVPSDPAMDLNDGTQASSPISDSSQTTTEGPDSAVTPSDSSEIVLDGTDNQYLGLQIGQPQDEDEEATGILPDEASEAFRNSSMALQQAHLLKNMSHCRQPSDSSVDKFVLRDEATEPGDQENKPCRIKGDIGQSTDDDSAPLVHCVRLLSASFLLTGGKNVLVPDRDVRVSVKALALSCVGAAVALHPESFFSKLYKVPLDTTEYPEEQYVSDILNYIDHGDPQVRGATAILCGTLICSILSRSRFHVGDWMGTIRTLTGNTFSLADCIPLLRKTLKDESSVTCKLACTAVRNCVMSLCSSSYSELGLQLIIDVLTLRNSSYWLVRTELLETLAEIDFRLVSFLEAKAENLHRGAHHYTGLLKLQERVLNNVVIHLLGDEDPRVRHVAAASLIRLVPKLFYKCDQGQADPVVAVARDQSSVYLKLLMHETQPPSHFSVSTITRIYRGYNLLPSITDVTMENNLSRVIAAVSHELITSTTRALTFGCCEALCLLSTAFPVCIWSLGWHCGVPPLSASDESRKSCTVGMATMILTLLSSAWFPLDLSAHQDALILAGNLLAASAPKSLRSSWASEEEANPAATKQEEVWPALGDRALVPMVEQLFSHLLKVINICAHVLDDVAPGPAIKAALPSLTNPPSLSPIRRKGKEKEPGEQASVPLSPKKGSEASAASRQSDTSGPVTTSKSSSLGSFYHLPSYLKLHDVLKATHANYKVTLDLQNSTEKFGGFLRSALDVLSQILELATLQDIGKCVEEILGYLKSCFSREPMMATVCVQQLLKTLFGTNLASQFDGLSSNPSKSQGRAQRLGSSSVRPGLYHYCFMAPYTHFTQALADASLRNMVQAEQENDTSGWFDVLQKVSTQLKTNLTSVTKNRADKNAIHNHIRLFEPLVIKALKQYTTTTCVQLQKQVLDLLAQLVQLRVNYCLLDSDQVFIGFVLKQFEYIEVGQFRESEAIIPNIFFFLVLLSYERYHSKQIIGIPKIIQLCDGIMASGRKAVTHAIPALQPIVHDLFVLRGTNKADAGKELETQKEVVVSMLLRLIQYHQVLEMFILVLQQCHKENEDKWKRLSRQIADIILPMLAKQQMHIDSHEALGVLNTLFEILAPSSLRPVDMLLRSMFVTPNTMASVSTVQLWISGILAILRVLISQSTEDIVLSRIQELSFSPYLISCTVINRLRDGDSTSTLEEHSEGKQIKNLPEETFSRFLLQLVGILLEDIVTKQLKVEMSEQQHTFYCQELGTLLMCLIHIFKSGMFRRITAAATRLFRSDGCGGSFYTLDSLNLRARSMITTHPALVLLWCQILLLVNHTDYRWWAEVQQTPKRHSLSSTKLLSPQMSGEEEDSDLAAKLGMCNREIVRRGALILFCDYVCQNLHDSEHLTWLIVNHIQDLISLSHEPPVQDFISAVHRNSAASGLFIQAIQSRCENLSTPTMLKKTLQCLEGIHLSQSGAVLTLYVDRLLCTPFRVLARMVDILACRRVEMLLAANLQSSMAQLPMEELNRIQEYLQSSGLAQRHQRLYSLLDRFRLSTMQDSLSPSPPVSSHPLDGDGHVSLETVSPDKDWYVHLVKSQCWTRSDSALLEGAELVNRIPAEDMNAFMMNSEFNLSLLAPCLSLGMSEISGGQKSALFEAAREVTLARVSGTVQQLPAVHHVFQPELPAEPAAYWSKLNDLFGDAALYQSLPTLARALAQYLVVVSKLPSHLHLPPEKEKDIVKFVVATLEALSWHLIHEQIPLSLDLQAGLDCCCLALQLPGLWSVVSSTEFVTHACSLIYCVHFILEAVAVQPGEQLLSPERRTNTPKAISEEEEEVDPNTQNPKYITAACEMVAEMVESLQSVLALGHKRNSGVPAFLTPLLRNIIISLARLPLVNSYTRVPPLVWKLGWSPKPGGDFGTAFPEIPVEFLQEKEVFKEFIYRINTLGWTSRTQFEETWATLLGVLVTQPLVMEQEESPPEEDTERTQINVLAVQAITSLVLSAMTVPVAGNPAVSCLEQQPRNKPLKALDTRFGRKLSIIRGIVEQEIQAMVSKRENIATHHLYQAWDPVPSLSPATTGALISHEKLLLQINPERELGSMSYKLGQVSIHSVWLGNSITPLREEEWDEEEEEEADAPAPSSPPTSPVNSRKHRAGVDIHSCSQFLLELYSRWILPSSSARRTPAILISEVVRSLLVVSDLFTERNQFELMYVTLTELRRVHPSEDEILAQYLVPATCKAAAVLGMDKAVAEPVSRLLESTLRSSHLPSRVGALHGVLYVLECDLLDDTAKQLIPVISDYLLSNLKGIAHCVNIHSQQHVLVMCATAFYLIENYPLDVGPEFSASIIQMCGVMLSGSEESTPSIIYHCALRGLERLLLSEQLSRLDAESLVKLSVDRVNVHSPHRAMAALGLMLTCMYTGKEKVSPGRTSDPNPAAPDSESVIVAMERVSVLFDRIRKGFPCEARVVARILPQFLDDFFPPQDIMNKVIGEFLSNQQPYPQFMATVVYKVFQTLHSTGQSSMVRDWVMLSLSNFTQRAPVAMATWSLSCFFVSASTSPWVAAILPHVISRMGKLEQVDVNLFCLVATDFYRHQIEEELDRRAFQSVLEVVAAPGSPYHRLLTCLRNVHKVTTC
Active calls of the source: *; i = inactive; / = no result given; & = joins results of further samples. Rule as the data show it: active = inhibition above about 50%; inactive = the rest.

Values in the order: Pf apPOL inh | mHTT CaM bind
- COc1ccc(-c2noc(C3CCN(CC(=O)Nc4ccc(C)cc4C)CC3)n2)cc1
  -3 | -4
- O=C(c1ccc([N+](=O)[O-])cc1)N1CCN(Cc2ccccn2)CC1
  -41 | -2
- O=C(O)CCn1cnc2ccccc2c1=O
  2&-7 | 2&-2
- CC1(C(=O)NC2CCCC2)CCC(=O)N1Cc1ccccc1 (stereo not drawn)
  -5 | 7
- O=C(Nc1ccc(NC(=O)c2cccs2)c(Cl)c1)c1ccco1
  6 | 1
- CCN(CC)S(=O)(=O)c1ccc2oc(C(=O)NC3CCCc4ccccc43)c(C)c2c1 (stereo not drawn)
  5 | 1
- Cc1ccccc1Cn1cc(CN2[C@@H](C)COc3cc(Br)ccc3S2(=O)=O)nn1
  -5 | 1
- O=C(Cc1ccc(Cl)cc1)N1CCCCC1CCN1CCCCCC1 (stereo not drawn)
  -16 | 1
- CCCc1ccc(C#N)c(SCc2nnc(-c3ccc(Cl)cc3)o2)n1
  6 | -23
- Cc1ccc(NC(=O)CCCn2cccc2)cc1F
  -6 | -11
- Cc1ccccc1CN1CCSCCS1(=O)=O
  1 | -8
- O=C(NC1CC1)C1CCC(c2ccccc2)N(C(=O)c2ccc(Cl)cc2)C1 (stereo not drawn)
  -7 | 6
- CON1C(=O)C(=O)N(OC)C2CCCCC21 (stereo not drawn)
  -3 | -14
- Oc1ccc(O)c(Cc2nc3ccccc3s2)c1
  -4&0 | 25&26
- CCOc1ccc(CCN2C(=O)CCC2(C)C(=O)NCc2cccnc2)cc1OCC (stereo not drawn)
  -10 | 0
- Cc1ccc(OCC(=O)NC(C)C)c(C)c1
  -6 | -3
- Cc1sc(NC(=O)c2ccc3c(c2)OCO3)c(C#N)c1C
  -10 | 4
- CCOc1ccc(N2CC(c3nnc(NC(=O)COc4ccc(CC)cc4)o3)CC2=O)cc1 (stereo not drawn)
  -2 | 11
- CCN(C(=O)c1ccc2c(c1)N(S(C)(=O)=O)CC2)c1ccc(F)cc1
  7 | 3
- CC(C)c1ccc(NC(=O)C(c2ccccc2)N(C)C(=O)c2cnccn2)cc1 (stereo not drawn)
  -1 | 20

Reformatted tab-delimited: 2 of the compounds above.
Compound	Pf apPOL inh	mHTT CaM bind
CON1C(=O)C(=O)N(OC)C2CCCCC21 (stereo not drawn)	-3	-14
CC1(C(=O)NC2CCCC2)CCC(=O)N1Cc1ccccc1 (stereo not drawn)	-5	7

Among those listed so far, these have a Cl atom:
Values in the order: Pf apPOL inh | mHTT CaM bind
- O=C(Nc1ccc(NC(=O)c2cccs2)c(Cl)c1)c1ccco1
  6 | 1
- O=C(Cc1ccc(Cl)cc1)N1CCCCC1CCN1CCCCCC1 (stereo not drawn)
  -16 | 1
- CCCc1ccc(C#N)c(SCc2nnc(-c3ccc(Cl)cc3)o2)n1
  6 | -23
- O=C(NC1CC1)C1CCC(c2ccccc2)N(C(=O)c2ccc(Cl)cc2)C1 (stereo not drawn)
  -7 | 6

(more compounds)
Values in the order: Pf apPOL inh | mHTT CaM bind
- O=C1NC(=O)/C(=C/c2ccc(Cl)cc2Cl)S1
  0 | 2
- CCN1C(=O)Cc2cc(NC(=O)NCc3ccc(OC)c(OC)c3)ccc21
  -6 | 4
- C=CCOc1ccc2c(=O)c(-c3ccc(OC)c(OC)c3)c(C(F)(F)F)oc2c1
  12 | 10
- CC1=C(C(=O)Nc2ccccn2)C(c2cccc(Cl)c2Cl)C2=C(CCCC2=O)N1 (stereo not drawn)
  4 | 3
- CC(C)CC(NC(=O)Cc1ccsc1)C(=O)NN=Cc1cccs1 (stereo not drawn)
  -2 | /
- Oc1c(F)cccc1C=Nc1ccc(N2CCOCC2)cc1
  1 | 4
- O=C(NCc1ccccc1F)C1CCN(c2cn[nH]c(=O)c2)CC1
  -3 | 1
- Cc1ccc([N+](=O)[O-])cc1NC(=O)C(C)(C)Oc1ccc(Cl)cc1
  0 | 2
- COc1ccccc1NC(=O)C1CCN(c2ncnc3c2nc2n3CCCCC2)CC1
  0 | 6
- CC(C)C(C(=O)Nc1cc(C(F)(F)F)ccc1Cl)N1C(=O)c2ccccc2C1=O (stereo not drawn)
  -2 | -15
- O=C1C(=O)N(CN2CCN(c3ccc(Cl)c(Cl)c3)CC2)c2ccccc21
  0 | -5
- COc1ccc(NC(=O)C23CCC(C)(C(=O)C2)C3(C)C)cc1 (stereo not drawn)
  -3 | -4
- Cc1ccc2nc(SCc3ccc(F)cc3)[nH]c2c1
  -4 | -16
- CC1(C)C2CCC1C(O)C2O (stereo not drawn)
  -8 | /
- CC(C)NC(=O)c1csc(COc2cccc(Cl)c2)n1
  -2 | -6
- O=C(NCCc1ccccc1)C1c2ccccc2C(=O)N1Cc1ccccc1Cl (stereo not drawn)
  2 | 23
- Cc1ccccc1C1=N/C(=C/c2ccc(N(C)C)cc2)C(=O)O1
  -1 | -2
- Cc1cccc(C)c1NC(=O)C1CCCN(C(=O)c2ccccc2F)C1 (stereo not drawn)
  -22 | 30
- CCOc1ccc(N=C2C(=O)N(CN3CCN(Cc4ccccc4)CC3)c3ccccc32)cc1
  -5 | 46
- O=C(Nc1cc(F)cc(F)c1)c1csc(-c2ccc(N3CCCC3)nc2)n1
  -2 | -10

Random excerpt: two compounds from above, in no set order.
Values in the order: Pf apPOL inh | mHTT CaM bind
- CCOc1ccc(N=C2C(=O)N(CN3CCN(Cc4ccccc4)CC3)c3ccccc32)cc1
  -5 | 46
- COc1ccccc1NC(=O)C1CCN(c2ncnc3c2nc2n3CCCCC2)CC1
  0 | 6

Additional compounds.
Values in the order: Pf apPOL inh | mHTT CaM bind
- COc1cc(Cl)ccc1C(=O)N1CCC(c2noc(-c3ccccc3OC)n2)CC1
  -6 | 22
- OCCNC(=S)Nc1ccc2c(c1)OCO2
  0 | /
- CN(Cc1ccccc1)C(=O)c1cccnc1
  1 | -3
- O=C(NC(NCc1ccco1)C(Cl)(Cl)Cl)c1ccc(Br)cc1 (stereo not drawn)
  1 | -6
- O=C(c1ccc(CN2C(=O)C3CCCN3C(=O)c3ccccc32)cc1)N1CCCCCC1 (stereo not drawn)
  -3 | 3
- CCOC(=O)N1CCN(C(=O)c2cc(-c3cc(OC)ccc3OC)n[nH]2)CC1
  -8 | -14
- O=C(NCCCN1CCOCC1)c1ccc2c(c1)NC(=O)C(N1CCOCC1)S2 (stereo not drawn)
  -13 | -1
- CCCN1C(=O)Cc2ccccc2C1C(=O)NCc1ccc(OC)c(OC)c1 (stereo not drawn)
  0 | -2
- CC(C)NC(=O)OC[C@@H]1CSCCS(=O)(=O)N1
  -5 | 4
- OC(CN1CCN(c2ccccn2)CC1)c1ccc(Cl)cc1 (stereo not drawn)
  -2 | 1
- COc1ccccc1-c1noc(C2CCCN2C(=O)Nc2ccccc2Cl)n1 (stereo not drawn)
  -11 | 7
- Cc1cc(C)cc(C(=O)N2CCC3(CC2)NC(=O)N(Cc2cccc(Cl)c2)C3=O)c1
  -6 | 18
- Oc1c(Cl)c(Cl)c(Cl)c2ccccc12
  -1 | /
- C=CCOc1ccc(CNCc2cccnc2)cc1OC
  -3 | 1
- CC(C)(C)C(O)CCNS(=O)(=O)C1CC1 (stereo not drawn)
  0 | -11
- COc1ccc(/C=C2/N=C(c3ccc([N+](=O)[O-])cc3Cl)OC2=O)c(OC)c1OC
  -1 | -2
- Cc1noc(C)c1C(=O)Nc1ccc(N2CCOCC2)nc1N1CCOCC1
  -9 | /
- CC(=O)c1ccc(N2CCN(C(=O)c3csc(-c4cc5ccccc5n4C)n3)CC2)cc1
  -4 | 2
- CCOc1ccccc1C(=O)Nc1c(C)n(C)n(-c2ccccc2)c1=O
  0 | -2
- CC(C)c1ccc(N(CC(=O)Nc2ccc3c(c2)OCO3)S(C)(=O)=O)cc1
  -8 | 13
- C=CCn1c2ccccc2c2nnc(SCC(=O)NC(C)c3ccccc3)nc21 (stereo not drawn)
  7 | 10
- O=S(=O)(Oc1cncc(Cl)c1)c1ccc(C(F)(F)F)cc1
  -1 | /
- CCC(=O)N1CCC(c2nc(C)ccc2C(=O)NC(C)CC)CC1 (stereo not drawn)
  -3 | 2
- O=S1(=O)N=Nc2c3ccccc3c(O)c3cccc1c23
  / | 22
- CNC(=O)c1ccc2c(c1)N(S(C)(=O)=O)CC2
  2 | -5
- Cc1c(C(=O)N2CCN(C)CC2)oc2ccc(S(=O)(=O)N3CC(C)CC(C)C3)cc12 (stereo not drawn)
  20 | 30
- CN1CCN(c2cc(N3CCN(CCO)CC3)ccc2[N+](=O)[O-])CC1
  0 | 2
- N#CC(=Cc1ccc(C#Cc2ccccc2)s1)C(=O)c1cccs1
  -254 | /
- CCc1ccc(-c2[nH]ncc2CN2CCCC2c2c(C)noc2C)cc1 (stereo not drawn)
  5 | 23
- O=C(CCc1nnc(-c2ccc(F)c(F)c2)[nH]c1=O)NC1CC1
  2 | 4
- O=C(N1CCOCC1)N1CCN(c2cccc(Cl)c2)CC1
  2 | 10
- CCCOc1ccc2c3c(c(=O)oc2c1)CCCC3
  -5&-3 | -14&-24
- CCC1([N+](=O)[O-])COCOC1
  / | -6
- COc1ccc(NC(=O)C(=O)c2c(O)[nH]c3ccccc23)cc1OC
  -4 | 32
- CCCCN1CC(N2CCN(C3CCN(C)CC3)CC2)CS1(=O)=O (stereo not drawn)
  -5 | -6
- CC1=C(C(=O)Nc2ccccc2F)C(c2ccsc2)C2=C(CC(C)(C)CC2=O)N1 (stereo not drawn)
  -9 | -3
- Cc1ccc(/C=N/NC(N)=S)s1
  / | i
- CC(C)CCOc1cccc(OCC(=O)NCC(=O)O)c1
  0 | -8
- CCOc1ccc(C(=O)Nc2ccc(-c3nc4ncccc4o3)cc2)cc1Br
  -5 | -5
- CCOc1ccc(NC(=O)CC2Sc3ccc(C(F)(F)F)cc3NC2=O)cc1 (stereo not drawn)
  0 | -1
- COc1cc2c(c(OC)c1OC)C(c1ccccc1C)CC(=O)O2 (stereo not drawn)
  -7 | -2
- O=C(NC1CC1)c1cn(-c2ccc(F)cc2)nn1
  -2 | -2
- COc1cc(C2C3=C(CC(C)(C)CC3=O)NC3=C2C(=O)c2ccccc23)cc(OC)c1OC (stereo not drawn)
  -1 | 61*
- C=CCN1C(=O)NC(=O)/C(=C/c2ccc(OCc3ccccc3F)cc2)C1=O
  -5 | -8
- CS(=O)(=O)N1CCCc2cc([N+](=O)[O-])cc([N+](=O)[O-])c21
  / | 0
- CC(C)(C)OC(=O)N1CCC(C(=O)Nc2cccc(C(=O)NCCCCc3ccccc3)c2)CC1
  -6 | -2
- O=c1c2ccccc2ncn1CCOCCOc1ccccc1-c1ccccc1
  -8 | -2
- C/C(=C1/SC(N2CCOCC2)=NC1=O)c1ccc(Br)cc1
  -8 | 0
- CCNC(=O)N1CCCC(c2cccc(C(=O)NCCCN3CCCC3=O)c2)C1 (stereo not drawn)
  -3 | -7
- Cc1ccc(C(=O)N2CCC3(CC2)NC(=O)c2ccc(F)cc2N3C)cc1
  0 | -8
- O=C(NCCC1=CCCCC1)C(=O)c1c[nH]c2ccccc12
  0 | -1
- O=C(NC1CC1)c1cccc(NC(=O)C2CCC2)c1
  0 | -4
- COc1cccc(NC(=O)c2oc3ccc(S(=O)(=O)N4CCCC4)cc3c2C)c1
  -6 | -5
- Fc1cccc(CN2CCN(c3ncccn3)CC2)c1
  -5 | -5
- CC(C)(C)c1noc(C2CC(=O)N(Cc3ccc4c(c3)OCO4)C2)n1 (stereo not drawn)
  2 | -1
- CC1=C(CC(=O)O)c2cc(F)ccc2/C1=C\c1ccc(S(C)(=O)=O)cc1
  13 | /
- CC(C)c1c(C2CCN(C(=O)c3ccc(Br)cc3)CC2)noc1N
  -1 | 10
- O=C(NCCc1ccc(Cl)cc1)c1ccc(CS(=O)(=O)Cc2ccccc2Cl)o1
  -15 | 7
- CC(=O)C1=C(O)C(=O)N(c2cccc(C)c2)C1c1ccccc1 (stereo not drawn)
  -4 | 4
- Cc1cc(N)n(-c2ncnc3c2cnn3-c2cccc(C)c2C)n1
  -2 | -6

Next entries follow.
Values in the order: Pf apPOL inh | mHTT CaM bind
- Cc1ccccc1C(=O)N1CCc2c(c(-c3nc(-c4ccccc4F)no3)nn2C)C1
  -1 | -5
- COc1ccc(/C=C2/SC(c3ccccc3)=NC2=O)c(OC)c1OC
  3 | 29
- O=c1cc(Nc2cccc(Cl)c2)[nH]c(=O)[nH]1
  -7 | 7
- Cc1ccc(C(=O)N2CC(C(=O)NCC3CC3)C(c3ccc(C)cc3)C2)cc1 (stereo not drawn)
  -1 | 9
- COc1cc(OC)cc(-c2nc3n(n2)C(c2ccncc2)C2=C(CCCC2=O)N3)c1 (stereo not drawn)
  0 | 20
- CCNS(=O)(=O)c1cc(Br)cc2c1N(C(=O)CC)CC2
  -4 | 4
- O=C(Nc1ccc(-c2noc(-c3ccc(Cl)cc3)n2)cc1)c1ccco1
  0 | 0
- O=C(CN1CCN(CC(=O)Nc2ccc3c(c2)OCO3)CC1)Nc1ccc(F)cc1
  -5 | 4
- Cc1ccc(N2CCN(C(=O)c3cccc(Cl)c3)C(C)C2=O)cc1Cl (stereo not drawn)
  -2 | -5
- Cc1cc(C)nc(NS(=O)(=O)c2ccc(NC(=O)c3ccc(F)c(F)c3)cc2)n1
  -7 | 1
- O=c1[nH]c2ccc(F)cc2c(=O)c2ccccc12
  / | -6
- COc1ccc(CN(CCC(c2ccc3c(c2)OCO3)c2ccccc2OC)C(C)=O)cc1OC (stereo not drawn)
  -6 | 68*
- COc1cccc(C=O)c1OCc1ccc(Cl)cc1Cl
  -8 | -15
- O=C1CSC(c2ccccc2Br)N1c1ccc(F)cc1F (stereo not drawn)
  0 | -12
